Bioassay records deposited in PubChem BioAssay by Sanford-Burnham Center for Chemical Genomics.
EBI2 block: blocks human EBI2 receptor beta-arrestin signaling. P32249. EBI2 beta-arrestin recruitment, luminescence, 7a,25-OHC stimulated. inhibition, % at 5 µM. 360,000 compounds, 0.81% hits; in the data active = inhibition above about 38%;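 note: enzyme fragment complementation signal reports receptor beta-arrestin coupling in cells; 0% = agonist plus DMSO wells and 100% = wells without agonist; some results beyond the cut were filed as inactive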
Target sequence (P32249 whole entry, looked up, the tested form may be a part): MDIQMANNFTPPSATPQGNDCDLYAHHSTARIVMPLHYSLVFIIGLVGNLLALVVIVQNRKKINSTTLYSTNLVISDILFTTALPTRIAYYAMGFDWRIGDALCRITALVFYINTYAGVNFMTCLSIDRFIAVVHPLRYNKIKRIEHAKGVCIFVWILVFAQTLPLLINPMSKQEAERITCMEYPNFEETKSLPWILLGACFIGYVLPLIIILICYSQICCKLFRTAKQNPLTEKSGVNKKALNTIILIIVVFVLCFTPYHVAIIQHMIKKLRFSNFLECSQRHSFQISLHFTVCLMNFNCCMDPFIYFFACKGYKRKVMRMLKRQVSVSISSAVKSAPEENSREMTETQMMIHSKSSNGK
ATG4B inhibitor: ATG4B (human) cysteine protease inhibition. Q9Y4P1. 340,000 compounds, 0.51% hits. ATG4B cleavage of LC3-PLA2, NBD-HPC fluorescence, 1 h. inhibition, % at 8.33 µM; in the data active = inhibition above about 40%
Target sequence (Q9Y4P1 whole entry, looked up): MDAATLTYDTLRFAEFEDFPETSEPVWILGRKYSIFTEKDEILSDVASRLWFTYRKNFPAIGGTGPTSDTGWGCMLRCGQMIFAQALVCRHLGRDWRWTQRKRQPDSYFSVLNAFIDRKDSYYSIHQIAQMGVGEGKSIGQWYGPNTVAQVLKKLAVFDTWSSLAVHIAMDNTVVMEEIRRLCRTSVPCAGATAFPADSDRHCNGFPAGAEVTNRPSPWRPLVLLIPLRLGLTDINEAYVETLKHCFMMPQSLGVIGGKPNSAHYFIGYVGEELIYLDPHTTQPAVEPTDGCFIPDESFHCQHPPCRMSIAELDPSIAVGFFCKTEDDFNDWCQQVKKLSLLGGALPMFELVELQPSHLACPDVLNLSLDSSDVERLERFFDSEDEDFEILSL
UBC13 inh: inhibitors of human UBC13 polyubiquitin chain formation. 330,000 compounds, 0.47% hits. inhibition, % at 20 µM. P61088. TR-FRET. AID 485273; in the data active = inhibition above about 45%, passing the limit was not always enough
Target sequence (P61088 whole entry, looked up): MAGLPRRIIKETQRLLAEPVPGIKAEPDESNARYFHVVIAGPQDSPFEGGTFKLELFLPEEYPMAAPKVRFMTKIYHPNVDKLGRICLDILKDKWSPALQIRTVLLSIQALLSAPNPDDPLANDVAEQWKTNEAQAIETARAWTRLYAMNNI
Gli-Sufu antag: Gli-Sufu pathway antagonism; AID 588413; 340,000 compounds, 0.74% hits; inhibition, % at 5 µM; Sufu-KO-LIGHT fibroblasts, Gli luciferase reporter luminescence;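 active = inhibition above about 55%, limit read from the data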;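 note: 0% = DMSO-treated cells and 100% = wells with medium but no cells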
APJ antagonist: APJ receptor antagonism | inhibition, % at 20 µM | 330,000 compounds, 0.32% hits | P35414 | CHO-K1 APJ beta-arrestin complementation, luminescence;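 active = inhibition above about 40% at 20 µM, limit read from the data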;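 note: cells challenged with 10 nM apelin-13 agonist together with compound; plate controls were apelin-13 plus DMSO wells for no effect and DMSO wells lacking apelin-13 for full effect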
APJ agonist: agonists of human APJ apelin receptor; AID 2520; 330,000 compounds, 0.11% hits; activation, % at 20 µM; CHO-K1 APJ PathHunter beta-arrestin, luminescence; 0% DMSO wells, 100% apelin;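 active = activation more than six SD over the plate average, tested at 20 µM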;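 note: 0% = DMSO alone and 100% = apelin-13 at 10 nM; some results filed as inactive read as strong as hits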
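Assay system: CHO-K1 cells stably expressing ProLink-tagged human APJ and arrestin–beta-gal acceptor. Compound dosing: 20 µM single point, 1% DMSO. Times: 16-18 h seeding, 90 min dark compound exposure, 60 min detection. Detection: beta-gal luminescence. Evaluation: APJ–arrestin association signal. Controls: negative DMSO alone, positive Apelin-13 at 10 nM.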
CCR6 antagonist: CCR6 (human) receptor antagonism; P51684; CHO-K1 CCR6 PathHunter beta-arrestin, luminescence, CCL20-stimulated; inhibition, % at 20 µM; 340,000 compounds, 0.49% hits; AID 493098;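 active = compounds whose inhibition of the agonist-driven luminescence signal at 20 µM reaches about 50%, limit read from the data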;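 note: cells stimulated with CCL20 at 14 nM final; plate controls were DMSO with CCL20 for no effect and DMSO without agonist for full effect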
CXCR6 inh: CXCR6 (human) receptor inhibition. CHO-K1 PathHunter CXCR6 beta-arrestin, luminescence. inhibition, % at 20 µM. 360,000 compounds, 0.36% hits. AID 602244; in the data active = inhibition above about 34%, passing the limit was not always enough;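 note: antagonist mode with CXCL16 agonist at 10 nM final; 0% = 10 nM CXCL16 with DMSO and 100% = unstimulated wells without agonist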
* = called active by the depositor; / = not tested or not shown; & = joins results of further samples. Only part of the results is shown; count on the stated rates, not on these rows.

Each structure is followed by: APJ antagonist	CCR6 antagonist	EBI2 block	UBC13 inh	ATG4B inhibitor	Gli-Sufu antag	CXCR6 inh	APJ agonist
1) CCC(CO)NC(=O)C1C=C2c3cccc4[nH]cc(c34)CC2N(C)C1 (centres undefined)
  -15	-13	-5	19	-1	9	3	7
2) CCN1CC2([N+](=O)[O-])CC=C(Cl)C([N+](=O)[O-])(C1)C2 (centres undefined)
  3	13	-4	-11	-2	-8	-2	1
3) COc1ccc(CC(=O)N2C[C@H]3C[C@@H](C2)c2cccc(=O)n2C3)cc1
  -1	2	1	-5	2	3	1	1
4) c1cncc(CNC2CCCCC2)c1
  3	2	-4	-2	6	-1	-5	-2
5) O=C(O)c1ccc(N=Cc2c(O)[nH]c(=O)[nH]c2=O)cc1
  -1	9	-12	-4	-5	9	6	-3
6) Cc1oc(-c2ccccc2F)nc1CS(=O)CC(=O)N1CCC2(CC1)OCCO2 (centres undefined)
  6	1	2	5	-6	-2	-2	0
7) C[C@]12CCC(=O)C=C1CC[C@@H]1C2[C@H](O)C[C@]2(C)C(=O)CCC12 (some centres undefined)
  4	-5	-2	-5	-6	4	-7	-4
8) O=C(N/N=C/c1c(O)n(C2CC2)c(=S)[nH]c1=O)c1ccccc1O
  -4	10	11	2	-6	-6	-6	-2
9) CN1CCN(c2c(N)c(=O)oc3ccccc23)CC1
  13	9	0	-4	-9	-4	5	-3
10) COc1ccc(-c2nn(CCC#N)cc2C(=O)Nc2ccc(C(C)=O)cc2)cc1
  7	16	-8	-1	0	-28	-1	0
11) COc1ccc(N=C(C)c2c(O)n(C)c(=O)n(C)c2=O)c(OC)c1
  -9	10	-2	-5	-3	0	-5	-2
12) O=C1CN(O)C(c2ccccc2Cl)=c2cc(Br)ccc2=N1
  -13	9	-3	7	4	-3	6	-3
13) CCOc1cc(C2NCc3ccccc3-n3cccc32)ccc1O (centres undefined)
  5	5	-12	1	7	24	0	-2
14) COc1cccc(-n2c(CN3CCOCC3)nc3ccc([N+](=O)[O-])cc3c2=O)c1
  -9	5	-9	-1	-4	8	-2	-3
15) CCOC(=O)C(C)Oc1cc(C)cc2oc(=O)c3c(c12)CCCC3 (centres undefined)
  9	7	21	1	12	13	5	-1
16) Nc1ccc2nonc2c1[N+](=O)[O-]
  1	-5	-2	-59	-14	1	-1	0
17) CCN(CC)CCC(=O)O[C@H]1CC[C@]2(C)C3CC[C@@]4(C)C(CC[C@]4(C)O)C3CC[C@H]2C1 (some centres undefined)
  -7	31	0	26	1	-3	-16	7
18) CC(=O)Nc1ccc(OC(=O)c2ccccc2N)cc1
  -2	-9	5	9	0	0	1	-1
19) COc1ccccc1N1CCN(Cc2c(F)cccc2Cl)CC1
  9	-13	28	3	3	11	-7	-6
20) COC(=O)C1=C(N)Oc2c(c(=O)oc3ccccc23)C1c1cccnc1 (centres undefined)
  1	15	0	6	6	-15	-4	-4
21) CC(C)C(=O)NC(Oc1ccccc1Cl)C(Cl)(Cl)Cl (centres undefined)
  -7	24	-11	7	4	-5	11	-2
22) CC(=NCC1CCCO1)c1c(O)n(-c2ccc(C)cc2)c(=O)[nH]c1=O (centres undefined)
  15	4	-4	-16	2	1	-4	-4
23) CC(=O)O[C@H]1C[C@@H]2OC3C=C(C)CCC3(C)[C@@]1(C)[C@@]21CO1 (some centres undefined)
  /	2	-4	/	9	66*	4	/
24) O=C(Cn1cnc2sc3c(c2c1=O)CCCC3)NCCC(=O)N1CCC2(CC1)OCCO2
  11	16	-9	-7	2	-1	0	-4
25) CC1(C)CN=C(Nc2ccc(F)c(F)c2)S1
  4	9	-1	10	0	6	0	2
26) O=c1c2ccccc2nc(-c2ccco2)n1-c1ccc(Br)cn1
  8	8	-7	-1	2	-3	16	-1
27) CCC(CC)C(=O)NC1CCSC1=O (centres undefined)
  -4	-17	-1	4	-11	8	-16	-4
28) C[C@]12N[C@H](Cc3ccccc31)c1ccccc12
  3	20&-3	-3&-1	-6	1&8	6&-1	2&9	-3
29) Cc1ccc([N+](=O)[O-])cc1
  -14	-6	1	-4	1	14	5	0
30) CCN(CC)P(=O)(/C=C(\Cl)c1ccccc1)/C=C(\Cl)c1ccccc1
  2	12	-3	-3	-16	38	9	0
31) CC(C#N)CCC#N (centres undefined)
  10	-18	2	4	8	7	0	-1
32) Cc1cc(C)n(CCOC(=O)C2C(C=C(Cl)Cl)C2(C)C)n1 (centres undefined)
  2	26	-3	-12	4	5	9	-1
33) COc1ccc(-[n+]2c(-c3ccccc3)cc(-c3ccccc3)cc2-c2ccccc2)cc1
  12	4	/	26	10	83*	/	-3
34) CC(C)Nc1nc(Cl)nc(NC(C)C)n1
  -2	10	-6	8	-6	1	-2	-1
35) CCOc1ccc(C2C(C#N)=C(N)Oc3c2c(=O)oc2ccccc32)cc1 (centres undefined)
  23	1	-6	9	-3	-36	1	-3
36) O=c1[nH]c(=O)n(Cc2ccco2)c(O)c1/C=N/N1CCCCCC1
  4	10	-7	-2	3	1	-10	2
37) CC(=O)N1CCC2(CC1)CC(=O)c1cc(OCC(=O)N3CCC4(CC3)OCCO4)ccc1O2
  1	-13	1	17	-7	-5	3	-5
38) CCC(=O)CC(c1ccccc1)c1c(O)c2ccccc2sc1=O (centres undefined)
  2	-2	-7	13	3	-3	-3	1
39) CC(c1ccccc1)n1cncc1C(=O)O (centres undefined)
  -23	-2	-7	6	-4	-5	2	-3
40) CCN1CCN(C(=O)Cc2ccc(C)cc2)CC1
  -17	4	0	-2	-1	49	1	1
41) Nc1ccc(S(=O)(=O)N2CC3CC(C2)c2cccc(=O)n2C3)cc1 (centres undefined)
  -9	-9	-2	2	-5	6	-5	-1
42) CCOc1ccc(Cl)cc1CNCCc1ccccc1F
  18	19	-11	6	-1	12	3	-6
43) CCC(C(=O)Nc1ccc(Cl)cc1)N1CCCC1=O (centres undefined)
  11	-1	11	2	-1	6	4	0
44) O=[N+]([O-])c1ccc(N2CCNCC2)cc1NCC1CCCO1 (centres undefined)
  1	2	-1	-51	8	15	5	-3
45) Cc1nn(Cc2c(Cl)cccc2Cl)c(Cl)c1C(=O)O
  7	-2	-9	-1	2	-1	5	-3
46) O=C(Nc1nc(-c2ccccc2)c(-c2ccccc2)s1)c1ccc(S(=O)(=O)N(CCCl)CCCl)cc1
  4	6	7	-14	-8	4	11	0
47) COc1ccc(C(=O)N2C[C@H]3C[C@@H](C2)c2cccc(=O)n2C3)cc1OC
  -49	0	0	-10	0	3	1	6
48) O=C(O)Cn1cc(C(=O)c2ccccc2)c2ccccc21
  6	6	-7	12	0	1	9	-3
49) CC1CN(C(=O)CCC(=O)N2CCC3(CC2)OCCO3)c2cc(Cl)ccc2O1 (centres undefined)
  -3	15	-3	0	3	-16	2	-3
50) CCCOC(=O)c1ccccc1C(=O)OCCC
  -9	6	0	7	-4	4	-5	-1
51) CCNC(=O)NC(=O)C(C)OC(=O)c1c(C)nn(Cc2ccccc2Cl)c1Cl (centres undefined)
  3	10	-16	19	0	3	0	-3
52) CCN(CC)N=O
  -7	1	11	1	-6	-1	5	-1
53) CC1NCCC2(O)CCCCC12 (centres undefined)
  -44	-2	-8	-16	1	-12	-4	1
54) COc1cc2c(cc1OC)-c1c(OC)c(OC)c(OC)c3ccnc(c13)C2=O
  3	15	/	-247	-19	12	/	-4
55) CCCc1c(C)nc(-c2ccc(C)cc2)nc1OC(=O)N(C)C
  -7	19	-5	-2	-8	1	2	-1
56) Cc1ccc(-n2c(C)nc3cc(Cl)ccc3c2=O)nc1
  11	12	2	3	1	-12	-1	-2
57) CCc1nn(CC(=O)N2CCC3(CC2)OCCO3)c(=O)c2cc3ccccc3n12
  9	1	3	-6	10	2	-10	3
58) CNC(=O)Nc1ccc(C(O)(C(=O)OC)C(F)(F)F)cc1 (centres undefined)
  1	-6	-16	6	0	12	-2	3
59) C=CCN1C(=O)/C(=C/c2cccs2)C(=O)NC1=S
  /	1	-14	/	3	0	-7	/
60) N#Cc1ccccc1NC(=O)CN1CC=C(c2ccccc2)CC1
  -7	6	-9	11	-13	2	-8	-2

Part of the list above, showing only UBC13 inh.
item | molecule | UBC13 inh
50 | CCCOC(=O)c1ccccc1C(=O)OCCC | 7
51 | CCNC(=O)NC(=O)C(C)OC(=O)c1c(C)nn(Cc2ccccc2Cl)c1Cl (centres undefined) | 19
52 | CCN(CC)N=O | 1

(next part)
Each structure is followed by: APJ antagonist	CCR6 antagonist	EBI2 block	UBC13 inh	ATG4B inhibitor	Gli-Sufu antag	CXCR6 inh	APJ agonist
61) C=CCn1c(O)c(C(C)=NCCCN2CCOCC2)c(=O)[nH]c1=O
  -6	-29	-1	-2	-4	-9	-4	-4
62) CN(C)P(=NC(=S)c1cccn1C)(N(C)C)N(C)C
  -2	-2	-6	-7	1	11	2	-1
63) O=C(N/N=C/c1c(O)n(CCC2=CCCCC2)c(=O)[nH]c1=O)c1ccccc1
  14	18	5	-17	-2	0	12	-6
64) Cc1cccc(OP(N)(=O)Oc2cccc(C)c2)c1
  4	2	-6	4	-8	-1	-4	2
65) CC1=CC(=C2C(=O)NC(=S)NC2=O)C=C(C(F)(F)F)N1Cc1ccccc1
  3	0	-2	7	1	13	-2	-5
66) CCC(=NCc1ccco1)c1c(O)[nH]c(=O)[nH]c1=O
  -2	14	1	-11	-2	2	-9	-1
67) CCOC(=O)C1CCN(C(C)C(=O)c2c[nH]c3ccccc23)CC1 (centres undefined)
  18	12	6	-3	0	9	-7	-3
68) Cc1ccnc(-n2c(C)cc(C=C3C(=O)N(C)C(=S)N(C)C3=O)c2C)c1
  12	-19	8	-2	8	-6	0	-2
69) CC[C@]12CC[C@H](O)CC1=CCC1C2CC[C@]2(C)C(=O)CCC12 (some centres undefined)
  -6	-2	6	-12	-6	-18	-7	1
70) O=C1NC(=O)N(c2ccc3c(c2)OCO3)C(=O)/C1=C/c1ccc(N2CCCC2)o1
  -7	18	-14	-282	-3	-5	14	5
71) COc1ccc(NC2=NC(C)(C)CS2)cc1
  14	8	1	-2	-3	-32	-2	0
72) O=C(c1ccc(Br)cc1)C12CN3CN(CN(C3)C1)C2
  -6	1	6	8	-5	4	6	-1
73) CCOc1ccc(-c2cc(C(=O)N3CCC4(CC3)OCCO4)c3ccccc3n2)cc1
  /	6	1	/	-6	-80	-5	/
74) CCCn1c(C(=O)c2ccc(OC)cc2)nc2ccccc21
  10	1	-6	-4	-12	-4	-5	-4
75) C[C@]12CC[C@@H](O)CC1=CC(=O)C1C2CC[C@]2(C)C(=O)CCC12 (some centres undefined)
  0	1	-7	-2	-1	7	0	-4
76) O=C(Cc1ccccc1)OCCN1CCCCC1
  -4	-10	-8	-1	-4	6	-4	-4
77) Cc1ccc(-n2c(O)c(C=Nc3ccc(Br)cn3)c(=O)[nH]c2=O)cc1
  3	0	10	1	-12	3	1	-1
78) COc1ccc(-c2ccc3n2Cc2cnnn2-c2ccccc2-3)cc1
  /	-2	9	/	16	-33	7	/
79) O=C(COc1ccc2ccccc2c1)N1CCN(Cc2ccncc2)CC1
  5	-23	66*	-18	0	4	-3	-2
80) CCC(C)N1CCN(C(=O)COc2ccc3ccccc3c2)CC1 (centres undefined)
  26	8	91*	4	3	-17	2	0
81) C=CCn1c(O)c(/C(C)=N/NC(=S)Nc2ccccc2)c(=O)[nH]c1=O
  -6	13	0	1	-3	12	-9	-1
82) COc1ccc(OCC(=O)N2CCN(CC3CC4C=CC3C4)CC2)cc1 (centres undefined)
  16	-10	83*	0	1	8	-2	-2
